# CHO-K1 Ca antag: counter-screen for M1 antagonists: effect in parental CHO-K1 cells; inhibition, % at 3 µM; AID 602250; hit rate 0.6% among 360,000; ATP-induced calcium, Fluo-8 fluorescence;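 active = inhibition above a per-plate cutoff, the plate's mean sample inhibition plus 3 SD, cut at about 24% in these data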;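 note: 0% = DMSO plus EC80 ATP and 100% = DMSO alone without ATP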
# TAAR1 antagonist: antagonists of human TAAR1; Q96RJ0; CHO RD-HGA16 TAAR1, Fluo-8 calcium fluorescence, antagonist; hit rate 1.5% among 360,000; AID 624466; inhibition, % at 3 µM;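 active = inhibition above a per-plate cutoff, the mean inhibition of test compounds on that plate plus 3 SD, cut at about 49% in these data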;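 note: 0% = DMSO plus EC80 beta-PEA response and 100% = DMSO alone without agonist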
# Target sequence (Q96RJ0 whole entry, looked up): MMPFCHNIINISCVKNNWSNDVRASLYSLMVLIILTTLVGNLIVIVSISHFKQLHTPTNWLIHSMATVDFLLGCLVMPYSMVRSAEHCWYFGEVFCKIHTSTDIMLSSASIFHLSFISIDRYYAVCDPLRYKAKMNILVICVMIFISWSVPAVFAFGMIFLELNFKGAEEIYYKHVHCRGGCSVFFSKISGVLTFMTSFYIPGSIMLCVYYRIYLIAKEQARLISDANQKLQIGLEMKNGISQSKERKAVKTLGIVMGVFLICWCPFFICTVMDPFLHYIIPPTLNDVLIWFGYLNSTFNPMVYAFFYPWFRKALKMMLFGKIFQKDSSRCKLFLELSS
#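 Material: CHO RD-HGA16 cells bearing hTAAR1; compound dosing: one-point dosing, 3 µM nominal final; schedule: dye loading 75 min at 37 °C, then 30 min room temperature; measured by: calcium fluorescence with Fluo-8; control set: vehicle and agonist controls; replication: n of 1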
# M1 PAM: potentiates human M1 receptor response to acetylcholine; CHO-K1 hM1, Fluo-8 calcium fluorescence, ACh EC20; 0% = ACh EC20, 100% = maximal ACh; hit rate 0.088% among 360,000; P11229; activation, % at 3 µM; AID 588819; in the data active = activation above about 19%, passing the limit was not always enough
# Target sequence (P11229 whole entry, looked up): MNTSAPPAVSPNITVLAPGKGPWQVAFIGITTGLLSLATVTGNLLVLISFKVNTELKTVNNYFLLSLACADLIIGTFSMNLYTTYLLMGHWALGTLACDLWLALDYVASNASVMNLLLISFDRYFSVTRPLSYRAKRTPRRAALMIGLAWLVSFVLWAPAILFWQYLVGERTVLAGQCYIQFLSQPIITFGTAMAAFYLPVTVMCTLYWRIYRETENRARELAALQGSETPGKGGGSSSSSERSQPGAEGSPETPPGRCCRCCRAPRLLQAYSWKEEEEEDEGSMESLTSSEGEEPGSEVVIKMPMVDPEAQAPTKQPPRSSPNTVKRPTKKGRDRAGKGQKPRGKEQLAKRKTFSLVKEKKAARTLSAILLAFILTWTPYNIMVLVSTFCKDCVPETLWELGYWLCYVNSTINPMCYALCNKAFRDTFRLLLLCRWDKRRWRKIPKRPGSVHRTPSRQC
# CHO-K1 Ca PAM: counter-screen for M1 PAMs: effect in parental CHO-K1 cells | ATP EC20, Fluo-8 calcium fluorescence; 0% at ATP EC20, 100% at ATP max | activation, % at 3 µM | hit rate 0.02% among 360,000;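 active = activation above the run cutoff, the mean activation of all test compounds plus 3 SD, cut at about 40% in these data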;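 note: peak over basal fluorescence ratio in a 140 s read after ATP addition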
# M1 antag: blocks human M1 muscarinic receptor. CHO-K1 hM1, Fluo-8 calcium fluorescence, ACh EC80 antagonist. AID 588852. hit rate 1.3% among 360,000. inhibition, % at 3 µM;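 active = percent inhibition above its own plate's cutoff, namely the mean of that plate's compound wells plus 3 SD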;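 note: peak over basal fluorescence ratio during 140 s after agonist addition; 0% = ACh EC80 plus DMSO and 100% = DMSO alone without agonist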
# CHRM1 agonist: human M1 muscarinic receptor agonism | activation, % at 3 µM | AID 588814 | P11229 | hit rate 0.33% among 360,000 | CHO-K1 hM1, Fluo-8 calcium fluorescence, agonist mode; 0% DMSO, 100% acetylcholine EC100;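 active = activation above the run's mean compound activation plus 3 SD, cut at about 16% in these data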;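 note: peak over basal fluorescence ratio within a 140 s kinetic read after compound addition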
# TAAR1 agonist: human TAAR1 agonism | Q96RJ0 | CHO RD-HGA16 TAAR1, Fluo-8 calcium fluorescence; vehicle wells 0%, saturating PEA agonist 100% | activation, % at 3 µM | hit rate 0.99% among 360,000 | AID 624467;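 active = activation above the mean activation of all test compounds in the run plus 3 SD, cut at about 38% in these data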
#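 Assay system: CHO-derived RD-HGA16 cells with stable Gα16 and human TAAR1; timing: 17-24 h seeding, 75 min 37 °C dye, 30 min RT; read-out: % activation from peak over basal fluorescence ratio, DMSO-to-PEA scaled; measured by: kinetic Fluo-8 calcium fluorescence; benchmarks: low control DMSO, high control PEA (EC100); doses: 3 µM single concentration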
# CHO parental Ca: signal in parental CHO cells, OX1R antagonist counter-screen. parental CHO-K1, ATP-induced calcium, Fluo-8 fluorescence. inhibition, % at 5.6 µM. hit rate 0.63% among 330,000;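 active = inhibition above that plate's mean sample inhibition plus 3 SD, cut at about 26% in these data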;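 note: 0% = ATP-challenged DMSO wells and 100% = DMSO wells without ATP; some compounds past the cut are filed as inactive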
#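 Material: parental CHO cells / Compound: single nominal dose of 5.6 µM per compound / Signal: Fluo-8 fluorescence / Replicates: singlicate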
# M1 ag parental: counter-screen for M1 agonists: effect in parental CHO-K1 cells | Fluo-8 calcium fluorescence; scaled to maximal ATP response, vehicle zero | activation, % at 3 µM | hit rate 0.48% among 360,000 | AID 602248; in the data active = activation above about 15%;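 note: untransfected CHO-K1 host cells lacking M1 receptor as counterscreen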
# Active calls of the source: *; nt = not tested or not shown. Rows were taken by chance, and some 4.4% of all compounds hit somewhere here.
SMILES,CHO-K1 Ca antag,TAAR1 antagonist,M1 PAM,CHO-K1 Ca PAM,M1 antag,CHRM1 agonist,TAAR1 agonist,CHO parental Ca,M1 ag parental
COc1cc2c(cc1OC)C(C)N(C(=O)c1c(-c3ccccc3)noc1C)CC2 (stereo not drawn),-5.3,-43.4,7.3,17.3,-8.3,-3.8,1.4,-8.0,0.7
Cc1ccc(NC(=O)CSc2ncnc3ccccc23)cc1S(=O)(=O)N1CCCCCC1,26.6*,24.4,-13.1,-3.6,34.4,-2.7,5.1,34.4*,11.7
C/C(=N\NC(=O)c1ccc(CN2CCOCC2)cc1)c1ccc([N+](=O)[O-])cc1,0.4,4.1,-0.2,-5.0,2.4,-6.1,7.6,-9.2,0.8
CCN1CCN(C(C(=O)NC2CCCCC2)c2ccnc3ccccc23)CC1 (stereo not drawn),-14.3,1.4,4.3,9.8,-22.4,-4.7,1.1,nt,0.6
COC(=O)c1sccc1NC(=O)c1cc(-c2ccc(C)cc2C)nc2ccccc12,-7.8,31.3,2.4,10.5,-5.0,-4.8,7.4,-16.9,0.1
CCCCN(CCCC)CCNC(=O)CN1C(=O)CSc2ccc(S(=O)(=O)N3CCCCC3)cc21,-7.9,-5.5,-16.1,3.6,27.4,-6.5,0.1,-28.2,-0.4
CC(C)(C)c1ccc(CC(=O)N2CCC2(C)C(=O)NS(=O)(=O)c2ccc(Cl)cc2)cc1 (stereo not drawn),-8.1,-12.6,4.9,9.6,-13.6,-2.9,2.3,nt,2.0
Cc1ccc(S(=O)(=O)N2CCOCC2)cc1NC(=O)COc1ccc(-c2nnco2)cc1,-1.8,2.6,1.4,-13.0,3.6,-1.0,6.8,-8.1,1.6
CN(C(=O)CSc1nnc(C2CC2)n1C)C1CCCc2ccccc21 (stereo not drawn),12.3,-27.7,1.1,-26.1,-12.3,-3.2,-0.9,nt,0.4
CC(C)[C@H](NC(=O)c1ccco1)C(=O)Nc1ccc(N2CCCCCC2)cc1,-2.0,3.8,10.2,1.0,-7.0,-2.9,0.4,nt,0.6
COc1cccc(/C=N/NC(=O)c2ccc(=O)n(C)c2)c1O,-3.0,0.1,4.5,19.3,-7.0,-3.0,0.9,1.1,3.4
COCCN1C(=O)N(C)[C@@H](c2ccccc2)C(C(C)=O)=C1C,-11.0,0.1,-4.7,11.2,6.5,-3.1,3.4,-9.2,-0.2
Cc1cccc(C)c1Nc1nnc(SCC(=O)c2ccc3c(c2)NC(=O)CO3)s1,-9.5,19.3,4.2,17.0,2.6,-5.0,2.6,-3.4,2.5
O=C(c1cccc(C(F)(F)F)c1)C1CCCN(C(=O)CN2CCOC2=O)C1 (stereo not drawn),-3.3,-17.6,9.0,5.0,-10.3,-5.7,1.6,-16.5,0.3
Nc1cc(N)nc(SCc2ccccc2Cl)n1,11.1,14.7,1.3,-6.3,-0.7,-0.1,3.9,nt,1.0
O=C(NNC(=O)C1CCN(Cc2cccc(F)c2)CC1)c1cccc(Cl)c1,-7.0,-10.1,-1.1,13.2,-4.9,-4.4,13.7,-14.6,2.5
N#C/C(=C\c1c[nH]c2ccccc12)c1nnc2n1CCCCC2,-0.7,-2.2,3.5,6.9,0.2,-5.5,1.9,-4.5,0.2
COc1ccc(O)c(/C=C(\C#N)C(=O)Nc2cccnc2)c1,-3.4,-2.1,13.1,16.8,-4.6,-6.2,7.8,-9.9,0.3
CC[n+]1c(/C=C/Nc2ccccc2)oc2ccccc21,-3.1,-0.7,11.5,16.8,-8.3,-8.6,33.5,-11.1,0.3
OCC1(CO)COC(/C=C/c2ccccc2)=N1,-0.7,-9.1,15.4,1.6,-28.4,1.4,0.9,-1.1,-0.1

# Compounds listed so far containing a Cl atom:
SMILES,CHO-K1 Ca antag,TAAR1 antagonist,M1 PAM,CHO-K1 Ca PAM,M1 antag,CHRM1 agonist,TAAR1 agonist,CHO parental Ca,M1 ag parental
CC(C)(C)c1ccc(CC(=O)N2CCC2(C)C(=O)NS(=O)(=O)c2ccc(Cl)cc2)cc1 (stereo not drawn),-8.1,-12.6,4.9,9.6,-13.6,-2.9,2.3,nt,2.0
Nc1cc(N)nc(SCc2ccccc2Cl)n1,11.1,14.7,1.3,-6.3,-0.7,-0.1,3.9,nt,1.0
O=C(NNC(=O)C1CCN(Cc2cccc(F)c2)CC1)c1cccc(Cl)c1,-7.0,-10.1,-1.1,13.2,-4.9,-4.4,13.7,-14.6,2.5

# Additional records follow:
SMILES,CHO-K1 Ca antag,TAAR1 antagonist,M1 PAM,CHO-K1 Ca PAM,M1 antag,CHRM1 agonist,TAAR1 agonist,CHO parental Ca,M1 ag parental
COc1ccc2[nH]c(C(=O)N/N=C/c3ccc(O)cc3O)cc2c1,-2.2,27.6,4.9,2.1,-9.4,-5.5,-0.8,nt,1.1
O=C(N/N=C/c1ccccc1OCc1ccccc1Cl)c1cccnc1,-6.6,32.6,-2.3,6.2,7.8,-3.5,8.5,-22.8,2.9
Nc1nc(NC(=O)/C=C\C(=O)O)nn1-c1ccccc1,-3.7,-3.9,2.6,8.3,-2.7,5.3,-0.1,-0.9,0.1
CC(C)c1ccc(CN2C(=O)NC3(CCCCCC3)C2=O)cc1,-5.5,14.7,3.7,11.0,-10.7,-7.9,0.8,-5.2,-0.1
CCn1c(Cc2ccccc2)n[nH]c1=S,-22.9,-25.7,5.4,20.3,-11.3,-5.4,1.5,13.2,0.7
COc1ccc([C@@H]2CC=C(C(=O)O)[C@H](c3ccc(Cl)cc3)N2S(=O)(=O)c2ccc(C)cc2)cc1OC,-0.3,-13.9,4.5,9.0,0.1,-5.8,6.6,-4.5,4.4
CCc1nc2c(OCC3CCCCC3)cccn2c1N(C)C(=O)c1ccc(C)cc1,-19.0,-10.2,-6.1,1.2,-7.9,-8.5,12.8,nt,-0.7
CCC1=NN(C(=O)c2ccc([N+](=O)[O-])cc2)C(O)(c2ccccc2)C1 (stereo not drawn),-7.8,-16.2,7.9,23.3,-5.0,-6.9,-1.3,-17.4,1.2
Cc1cccc(-c2noc(-c3ccc4c(c3)OCO4)n2)c1,-14.1,-17.8,3.6,-2.5,-4.7,-3.5,3.1,-5.2,0.7
COc1ccc(Nc2nnc(-c3ccc(O)cc3)c3ccccc23)cc1C(N)=O,8.5,2.9,6.5,-14.2,0.5,-6.4,2.8,-7.5,-0.4
O=C(C1CCN(C2CCN(Cc3cccc4c3OCO4)CC2)CC1)N1CCOCC1,-9.6,-16.4,5.4,2.7,-6.8,-6.7,0.5,-5.0,0.6
Cn1c(SCC(=O)OCC(=O)c2ccccc2)nnc1-c1cccs1,-6.7,-5.2,4.2,9.2,0.2,-4.2,9.8,-11.2,0.8
CC(=O)N1CCN(CC(=O)Nc2ccc(SC(F)F)cc2)CC1,-2.8,5.6,-1.5,11.7,-2.2,-4.0,0.4,-2.6,0.5
COc1ccc(OC)c(C2C(C#N)=C(N)N(N(C)C)C3=C2C(=O)CC(C)(C)C3)c1 (stereo not drawn),-7.1,-13.9,2.8,-2.1,-0.2,-2.7,-1.5,-13.6,0.3
COCCNC(=S)N1CCN(c2ccc(Cl)cc2)CC1,5.3,2.7,5.8,1.8,-4.1,-3.2,3.9,5.2,1.1
CCOC(=O)c1c(C)[nH]c(C(=O)N2CCCC(C(=O)c3ccccc3OC)C2)c1C (stereo not drawn),-14.8,-15.6,7.4,23.1,-12.9,-4.8,-1.4,-22.4,0.9
Cc1ccc(NC(=O)CN(C)S(=O)(=O)c2ccc3c(c2)n(C)c(=O)c(=O)n3C)cc1,9.1,-9.2,9.1,3.0,-16.2,-3.7,-1.0,0.2,0.0
O=C1c2ccccc2NC(c2c(Cl)cccc2Cl)N1Cc1ccccc1 (stereo not drawn),-9.6,8.9,-12.7,9.9,0.0,-4.8,7.1,11.9,-0.5
COc1cc2cc(CN(CCc3cccc(C)c3)C(=S)NCCCN(C)C)c(=O)[nH]c2cc1OC,-0.2,-22.0,-0.3,9.9,-4.7,-14.0,8.2,-4.3,0.0
CN(C)c1ccc([C@@H]2[C@@H]([N+](=O)[O-])[C@H]3C=Cc4ccccc4N3[C@H]2C(=O)c2ccc(Cl)cc2)cc1,5.8,5.2,3.7,11.0,-3.5,-1.6,6.2,2.7,5.2
Cc1cc(C)n2nc(SCC(=O)N/N=C/c3cccc(Br)c3)nc2n1,-12.9,-2.9,3.4,-3.2,-5.0,-3.8,5.6,-14.6,0.0
COc1cccc(-c2ncc3ccccc3c2COC(=O)c2ccc(Br)cc2)c1,-11.2,-3.6,-2.1,3.0,-0.8,-13.6,3.6,13.0,0.1
CC(C)C(=O)NC(=S)Nc1ccccc1N1CCN(C(=O)c2ccc(Cl)cc2)CC1,-10.9,80.6*,10.3,2.5,-14.2,-0.6,17.2,-24.9,2.6
COC(=O)c1c(NC(=O)COC(=O)CCNS(=O)(=O)c2ccccc2)sc(C)c1C,3.1,-18.5,-0.4,13.3,6.5,-1.4,0.6,-16.3,0.4
O=C(c1ccco1)N(CCC(c1ccccc1)c1ccco1)Cc1ccco1 (stereo not drawn),10.5,1.8,10.8,7.7,-1.3,-2.5,3.1,-18.2,0.5
Cc1cc(NC(=O)COC(=O)C2CC(=O)N(c3ccc(C)c(Cl)c3)C2)no1 (stereo not drawn),-9.0,-15.6,0.8,4.2,-0.3,-4.2,11.2,-11.6,3.0
COc1ccc(CN(CCN)C2CC(C)N(C)CC2C)cc1 (stereo not drawn),-9.1,-13.3,2.8,14.5,-10.0,-10.7,2.0,-4.3,0.4
O=C(Nc1ccccc1Br)c1cccc2ccccc12,0.1,1.3,14.8,9.8,-11.3,2.0,3.0,-23.6,0.4
CC(NS(=O)(=O)c1cccc(Cl)c1F)[C@H](O)c1ccccc1 (stereo partly drawn),-6.9,-1.2,-0.3,16.3,6.0,-5.0,0.3,nt,0.4
O=C(O)c1c(F)c(F)cc2ccccc12,12.2,-2.0,6.1,-2.6,-16.6,-0.8,10.2,-6.4,0.1
O=C(N/N=C/c1cn(-c2ccccc2)nc1-c1ccc2c(c1)OCCO2)c1ccncc1,14.7,32.7,-7.1,-5.3,5.7,-7.4,12.0,-31.4,1.5
COc1ccc(Nc2nc(N)c(C(=O)c3ccc(F)cc3)s2)cc1,-8.0,10.8,-0.4,9.2,2.5,-1.3,11.2,-11.9,3.0
CCCCCCN1C[C@H](n2cc(C3CC3)nn2)[C@@H](O)C[C@@H]1c1ccccc1,-16.8,3.3,10.9,28.6,-15.5,-5.7,6.3,nt,1.4
Cc1cc(C)c(C(=O)COC(=O)CCn2c(C)csc2=O)cc1C,13.5,6.0,0.5,-4.7,-0.9,-1.9,2.2,-31.6,1.5
CCOc1cc(/C=C2\CCCC(C(=O)C(F)(F)F)=C2O)ccc1O,-4.5,-3.2,2.1,13.5,-5.8,-5.8,10.9,-6.0,0.6

# Source: PubChem BioAssay (The Scripps Research Institute Molecular Screening Center)
